KLF5 inhibitor = kruppel-like factor 5 inhibition | DLD-1 KLF5 promoter-luciferase reporter, luminescence | inhibition, % at 5 µM | 290,000 tested, 0.23% active | AID 1700;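 active means inhibition above a per-plate limit of that plate's mean compound inhibition plus 3 SD, cut at about 60% in these data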;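 further: 0% = DMSO wells and 100% = LY294002 at 200 µM; higher means less KLF5 promoter-driven luciferase light; inactives centre near -14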
aSyn 5UTR inh = 5' untranslated region of α-synuclein, MLPCN primary screen. alpha-synuclein 5'UTR reporter, inhibitor activity. inhibition, % (tested at 7.5 µM). 300,000 tested, 0.82% active. AID 1813; in the data active means inhibition above about 60%; inconclusive means no clear call, values can overlap the other calls;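 further: H4 neuroglioblastoma cells stably carrying SNCA 5'UTR luciferase fusion; 0% = DMSO wells and 100% = positive control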
GSK3beta inhib = inhibitors of human GSK3beta kinase | GST-GSK3beta kinase, ADP-Glo luminescence, 60 min; stronger effect = lower value | activity score (negative = inhibition), % at 10 µM | P49841 | AID 2097 | 300,000 tested, 0.038% active;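 active means more than half of replicate wells score below -50%, meaning over 50% inhibition versus plate controls; inconclusive means some replicates but at most half score below -50%; inactive means no replicate scores below -50%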;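 further: 0% = median DMSO wells and -100% = median GW8510 positive control wells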
Target sequence (P49841 whole entry, looked up): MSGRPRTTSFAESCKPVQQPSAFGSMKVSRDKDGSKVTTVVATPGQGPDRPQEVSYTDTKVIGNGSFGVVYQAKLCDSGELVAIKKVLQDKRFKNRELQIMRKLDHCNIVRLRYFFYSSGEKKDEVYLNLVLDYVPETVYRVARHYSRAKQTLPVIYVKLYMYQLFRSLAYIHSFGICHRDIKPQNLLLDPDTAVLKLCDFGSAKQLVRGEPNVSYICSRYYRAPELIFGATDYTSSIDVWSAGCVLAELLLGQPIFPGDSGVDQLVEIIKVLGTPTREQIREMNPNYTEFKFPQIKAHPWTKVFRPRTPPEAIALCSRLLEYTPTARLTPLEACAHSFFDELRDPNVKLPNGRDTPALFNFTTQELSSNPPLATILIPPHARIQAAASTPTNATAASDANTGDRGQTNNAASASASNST
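Assay system: GST-fused GSK3beta enzyme, cell-free / Medium: Tris pH 7.5 buffer with MgCl2, DTT, BSA, heparin / Also added: peptide substrate plus 25 µM ATP (final) / Compound: 10 µM single point / Timing: kinase reaction with compound 60 min at room temperature / Detection: ADP-Glo luminescence / Benchmarks: DMSO neutral wells and GW8510 at 20 µM as positive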
HSP90 refold inh = inhibitors of HSP90 luciferase refolding in rabbit reticulocyte lysate | luciferase refolding luminescence, 3 h | inhibition, % at 5.6 µM | 290,000 tested, 0.91% active | AID 1789;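 active means inhibition above the screen-wide mean plus 3 SD, computed separately per campaign, cut at about 16% in these data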;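 further: 0% = DMSO wells and 100% = 60 µM geldanamycin wells; inhibitors lower the luminescence because luciferase stays unfolded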
Dyrk1A ADPGlo = Dyrk1A (rat) kinase inhibition | Q63470 | ADP-Glo luminescence, NFATc1 peptide | inhibition, % at 12.5 µM | 310,000 tested, 0.43% active | AID 504441; in the data active means inhibition above about 50%;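 further: plate controls were vehicle with enzyme for no effect and no enzyme for full effect; many of its hits are not listed in these tables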
Platelet DG rel = modulates dense granule release in human platelets; inhibition, %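 (compounds screened at 7.5 µM in platelet-rich plasma)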; human platelet-rich plasma, SFLLRN dense granule ATP release, luminescence; 300,000 tested, 0.22% active;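 active means mean replicate score, as percent of positive control, at or above 50; inconclusive means mean below 50 but at least one replicate at or above 50; inactive means mean and every replicate below 50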
HSF1 inh = HSF1 inhibition; 300,000 tested, 0.77% active; AID 2098; NIH3T3-HGL HSE-luciferase, MG132-induced, luminescence 8 h; stronger effect = lower value; activity change, negative = inhibition, % at 7.5 µM (by protocol);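 active means more than half of replicate wells show activity change below -50%, luminescence cut by over half; inconclusive means some wells, but at most half, below -50%; inactive means no replicate well below -50%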;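 further: luciferase reports HSF-1 transcriptional activity via heat shock element; 0% = median of DMSO wells and -100% = zero luminescence signal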
HSF1 activator = increases HSF-1 driven luciferase reporter signal. NIH3T3-HGL HSF-1 luciferase reporter, MG132, 8 h; 100% = twice DMSO control signal. activation, % at 9 µM. 300,000 tested, 1.7% active. AID 504408;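 active means mean replicate activation of at least 50% with a set share of replicates each reaching 50%; inconclusive means only one of those two conditions met; inactive means mean below 50% and too few replicates reaching it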;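 further: 0% = median of the neutral control wells and 100% = twice that signal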
IEC-6 tox = counter-screen for KLF5 inhibitors: cytotoxicity in IEC-6 cells. AID 1825. IEC-6 cytotoxicity, luminescence viability. 290,000 tested, 0.78% active. inhibition, % at 5 µM; in the data active means inhibition above about 22%;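 further: 0% = plate median of test compound wells and 100% = cytotoxic reference compound wells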
GSK3 alpha inh = human GSK-3 alpha kinase inhibition; AID 2650; P49840; ADP-Glo luminescence, 60 min; 320,000 tested, 0.1% active; inhibition, % at 10 µM;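 in the data active means inhibition above about 50%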;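 further: GST-tagged GSK-3 alpha with peptide substrate and 25 µM ATP; 0% = DMSO neutral wells and 100% = GW8510 positive control wells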
Target sequence (P49840 whole entry, looked up): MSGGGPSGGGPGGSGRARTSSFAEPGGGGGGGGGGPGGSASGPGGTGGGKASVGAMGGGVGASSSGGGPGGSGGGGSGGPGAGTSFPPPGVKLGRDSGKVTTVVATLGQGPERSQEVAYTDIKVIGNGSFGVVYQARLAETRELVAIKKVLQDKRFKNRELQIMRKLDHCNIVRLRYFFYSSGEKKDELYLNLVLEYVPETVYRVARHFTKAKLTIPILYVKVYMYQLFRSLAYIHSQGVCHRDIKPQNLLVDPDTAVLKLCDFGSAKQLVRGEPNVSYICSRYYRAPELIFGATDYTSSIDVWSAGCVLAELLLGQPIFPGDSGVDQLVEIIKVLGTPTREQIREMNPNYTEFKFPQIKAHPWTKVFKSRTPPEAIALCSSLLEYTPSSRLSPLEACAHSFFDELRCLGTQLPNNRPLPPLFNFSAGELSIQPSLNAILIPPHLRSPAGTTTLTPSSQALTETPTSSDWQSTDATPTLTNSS
* marks the source's active call; other numbers are inactive results; ? = inconclusive; . = no result given.

[1] Cc1cc(C)c2c(N)c(C(=O)c3ccccc3)oc2n1
[2] COC(=O)c1ccccc1C(=O)N1CCCC(C(=O)c2ccc(OC)c(OC)c2)C1 (stereo not drawn)
[3] COc1ccc(/C=C/C(=O)NC2CCCCCCC2)cc1S(=O)(=O)N1CCOCC1
[4] Cn1cnnc1SCC(=O)c1c(N)n(Cc2ccccc2)c(=O)n(C)c1=O
[5] Cc1cc(Cl)c(S(=O)(=O)NCC2CCCO2)cc1OCC(=O)NC1CCCCC1 (stereo not drawn)
[6] CC1CCCCC1NC(=O)c1ccc(S(=O)(=O)N2CCCC2)cc1 (stereo not drawn)
entry no.,1,2,3,4,5,6
KLF5 inhibitor,-22,2,-46,-7,-34,-25
aSyn 5UTR inh,-4,13,-112,17,15,-22
GSK3beta inhib,2,5,1,1,1,-3
HSP90 refold inh,2,-3,1,3,3,5
Dyrk1A ADPGlo,6,-1,0,1,6,-1
Platelet DG rel,1,1,-1,3,2,2
HSF1 inh,0,-1,7,-3,1,13
HSF1 activator,-5,14,19,0,16,23
IEC-6 tox,0,0,12,1,-4,-1
GSK3 alpha inh,.,2,-1,0,3,-3

[7] O=C(N/N=C\C=C\c1ccc2c(c1)OCO2)C1COc2cc3ccccc3cc2O1 (stereo not drawn)
[8] Nc1nc(-c2cccc(NS(=O)(=O)c3ccccc3)c2)cs1
[9] Cc1ccc(C(=O)N/C(=C\c2cn(S(=O)(=O)N(C)C)c3ccccc23)C(=O)NCCCn2ccnc2)cc1
[10] CCOC(=O)c1ccc2c(c1)nc(C1CCN(S(=O)(=O)c3cccs3)CC1)n2CC
[11] O=C(NCc1ccncc1)C(=O)N/N=C/c1ccccc1OCc1ccccc1
[12] Cc1cccc(NC(=O)C(=O)NCc2ccc3c(c2)OCO3)c1C
entry no.,7,8,9,10,11,12
KLF5 inhibitor,-28,-41,-11,-19,-24,-6
aSyn 5UTR inh,.,15,-19,-2,23,-5
GSK3beta inhib,1,-16,0,-1,-3,3
HSP90 refold inh,-1,-1,-5,-1,-3,-1
Dyrk1A ADPGlo,3,-3,-2,-2,-5,5
Platelet DG rel,.,-10,-6,-6,14,12
HSF1 inh,.,1,-1,-1,3,-10
HSF1 activator,.,-14,-1,-3,10,-11
IEC-6 tox,-1,-3,-8,1,-4,4
GSK3 alpha inh,-2,0,0,1,0,0

[13] Cc1cc(NC(=O)COC(=O)CC2CCCC2)c([N+](=O)[O-])cc1C
[14] O=C(Nc1c2c(nc3ccccc13)CCCC2)c1ccccc1F
[15] CCCn1c(SCCN2C(=O)c3ccccc3C2=O)n[nH]c1=O
[16] COc1ccc(C(=O)CSc2nnc(NC(=O)C3CC(=O)N(c4ccccc4C)C3)s2)cc1 (stereo not drawn)
[17] CCCCC[C@H]1CN(Cc2ccccc2)C(=O)[C@@H]1CC(=O)NCc1ccccc1
[18] COc1ccccc1NC(=O)c1cc2c(CO)cnc(C)c2oc1=Nc1cccc(C(N)=O)c1
entry no.,13,14,15,16,17,18
KLF5 inhibitor,-41,-43,-22,-4,-19,-32
aSyn 5UTR inh,13,29,13,-14,4,8
GSK3beta inhib,-3,1,-2,-3,1,10
HSP90 refold inh,-1,0,1,0,5,-2
Dyrk1A ADPGlo,1,8,0,-6,3,3
Platelet DG rel,13,-21,-5,-10,-3,4
HSF1 inh,-1,-2,6,7,2,-5
HSF1 activator,-5,11,18,-1,3,-1
IEC-6 tox,-1,-1,0,5,-10,-5
GSK3 alpha inh,-3,0,-3,-1,1,1

[19] O=C(CCNC(=O)N1CC(=O)Nc2ccccc21)Nc1ccc(F)c(Cl)c1
[20] COc1ccc(N2CCN(C(CNS(=O)(=O)c3cc(F)ccc3F)c3cccnc3)CC2)cc1 (stereo not drawn)
[21] CCCC[C@@H](CNC)NC[C@H](NCCCCC1CCCCC1)C(C)C
[22] CC(C)CCNC(=O)c1cc2c(s1)-c1ccccc1S(=O)(=O)C2
[23] Cc1cc(-c2c(C)[nH]n(-c3ccccc3)c2=O)n(-c2ccccc2)n1
[24] CN(C)C(=O)Cn1cnc2c(cnn2-c2ccc(F)cc2)c1=O
entry no.,19,20,21,22,23,24
KLF5 inhibitor,-15,-18,-16,-15,1,-14
aSyn 5UTR inh,-3,19,-13,-4,15,3
GSK3beta inhib,0,-1,-6,-5,2,5
HSP90 refold inh,-4,1,-4,6,-4,3
Dyrk1A ADPGlo,-1,-3,8,-2,-10,1
Platelet DG rel,-5,-49,2,0,2,-2
HSF1 inh,7,3,-8,0,-3,-5
HSF1 activator,26,23,-15,-16,-13,6
IEC-6 tox,-2,-1,-4,0,-6,-4
GSK3 alpha inh,1,1,6,-1,0,2

[25] COc1cccc(OCc2cc(C(=O)N3CCC(c4ccncc4)CC3)no2)c1
[26] CCN(CC)N=Nc1[nH]nc2nc(C)cc(C)c12
[27] O=S(=O)(NCc1ccccn1)c1cc(C(F)(F)F)ccc1Cl
[28] Cc1c(Cl)cnc(NC(=O)COC(=O)CCC(=O)c2cccs2)c1Cl
[29] O=[N+]([O-])c1ccn(-c2nc(-c3cccs3)cc(C(F)(F)F)n2)n1
[30] CN1C(=O)CSc2ccc(NC(=O)NCc3ccco3)cc21
entry no.,25,26,27,28,29,30
KLF5 inhibitor,-41,-89,-7,-32,-2,-33
aSyn 5UTR inh,-5,-7,9,0,9,-5
GSK3beta inhib,1,3,-19,1,3,1
HSP90 refold inh,-4,1,0,4,-1,11
Dyrk1A ADPGlo,2,10,-3,4,-3,7
Platelet DG rel,-6,2,9,2,-11,13
HSF1 inh,-11,-21,6,-7,-6,-8
HSF1 activator,-9,-38,-2,-6,7,-7
IEC-6 tox,-6,7,-1,-2,-1,2
GSK3 alpha inh,-1,0,0,.,0,-2

[31] N#Cc1ccc2c(c1)nnn2-c1ccccc1
[32] O=C(COC(=O)C1CCN(S(=O)(=O)c2ccc(Cl)c(C(F)(F)F)c2)CC1)NCc1ccco1
[33] S=C1NC2=C(CCCC2=C2SCCS2)C(c2ccccc2)N1 (stereo not drawn)
[34] CC(=O)Nc1ccc(S(=O)(=O)Nc2ccc(F)c([N+](=O)[O-])c2)cc1
[35] CC(C)(C)OC(=O)N1CCC(C(=O)N[C@H](Cc2ccccc2)C(=O)O)CC1
[36] Cc1ccc(N=Nc2c(N)nn3c(C)cc(C)nc23)cc1
entry no.,31,32,33,34,35,36
KLF5 inhibitor,.,.,-20,17,-21,1
aSyn 5UTR inh,-9,9,-324,1,-1,-48
GSK3beta inhib,3,-2,5,3,-3,0
HSP90 refold inh,.,.,7,0,0,5
Dyrk1A ADPGlo,.,13,-2,1,7,.
Platelet DG rel,5,-9,-2,4,0,12
HSF1 inh,5,0,-40,3,-6,-4
HSF1 activator,0,4,-43,1,-3,-1
IEC-6 tox,.,.,1,6,1,6
GSK3 alpha inh,-1,-2,-1,0,-1,-11

[37] COc1ccc(CNC(=O)COc2ccc(S(=O)(=O)N3CCOCC3)cc2)cc1
[38] Clc1cccc(N2CCN(c3nnnn3-c3ccccc3)CC2)c1
[39] CC(C)C[C@H](NC(=O)c1nc[nH]c1C(=O)N1CCNCC1)C(=O)OC(C)(C)C
[40] C/C(=C\c1ccccc1)CN1CCC(C(=O)N2CCCC(C)C2)CC1 (stereo not drawn)
[41] Cc1ccc(N2NC(C)(c3cccs3)NC2=S)cc1 (stereo not drawn)
[42] CC(C)c1ccc(-c2cc(C(=O)NN3CCN(C)CC3)c3ccccc3n2)cc1
entry no.,37,38,39,40,41,42
KLF5 inhibitor,.,-3,.,-46,-5,-59
aSyn 5UTR inh,-10,9,23,4,-151,-117
GSK3beta inhib,0,4,-1,-4,1,1
HSP90 refold inh,.,0,.,-1,-3,-5
Dyrk1A ADPGlo,1,1,14,-1,0,.
Platelet DG rel,2,-11,-3,6,-2,54*
HSF1 inh,-2,0,-5,-5,-4,2
HSF1 activator,0,3,-3,-3,-1,8
IEC-6 tox,.,-3,.,-3,8,10
GSK3 alpha inh,-1,-2,0,.,.,1

[43] O=C(N/N=C1\CCCc2c1[nH]c1ccc(Cl)cc21)c1ccncc1
[44] COc1ccc2c(c1)cc1c(=O)n(CC(=O)NCCCN3CCOCC3)nc(C)n12
[45] CC(=O)c1cccc(NC(=O)C2CCN(S(C)(=O)=O)CC2)c1
[46] CCc1sc(NC(=O)CN2CCC(C(N)=O)CC2)nc1-c1ccccc1
[47] O=C(CSC1=NC(=O)C(Cc2ccccc2)C(=O)N1)NC1CCCCC1 (stereo not drawn)
[48] Cc1ccc(C)c(N2CCN(C(=O)CCNS(=O)(=O)c3ccc4c(c3)oc(=O)n4C)CC2)c1
entry no.,43,44,45,46,47,48
KLF5 inhibitor,.,-5,-18,-7,-14,-7
aSyn 5UTR inh,56,-40,-7,18,8,25
GSK3beta inhib,2,30,-3,2,3,-1
HSP90 refold inh,.,-3,3,-5,0,0
Dyrk1A ADPGlo,12,-4,-1,0,-1,3
Platelet DG rel,2,-6,-10,0,4,7
HSF1 inh,-3,10,-2,6,-2,-2
HSF1 activator,-2,9,2,2,5,-15
IEC-6 tox,.,-2,7,2,-3,-3
GSK3 alpha inh,-2,-1,-2,2,2,-1

The final 3 records of the section above come first, to join the parts.
[46] CCc1sc(NC(=O)CN2CCC(C(N)=O)CC2)nc1-c1ccccc1
[47] O=C(CSC1=NC(=O)C(Cc2ccccc2)C(=O)N1)NC1CCCCC1 (stereo not drawn)
[48] Cc1ccc(C)c(N2CCN(C(=O)CCNS(=O)(=O)c3ccc4c(c3)oc(=O)n4C)CC2)c1
[49] COc1cc(NC(=O)c2cccc(F)c2)cc(OC)c1OC
[50] c1ccc(-c2oc3ncnc(NCCCN4CCOCC4)c3c2-c2ccccc2)cc1
[51] COC(=O)/C(=C\Nc1ccc(Oc2ccc(F)cc2F)nc1)NC(=O)c1ccccc1
[52] CCCCOc1cc(=O)[nH]c(=O)[nH]1
[53] Cc1cccn2c(=O)c3cc(C(=O)O)n(C)c3nc12
[54] COc1ccc(CCNC(=O)Cn2ccc3c(OC)cccc3c2=O)cc1OC
[55] CCN1CCN(c2cc(C)c3cc(NC(=O)c4ccc(C)c(C)c4)ccc3n2)CC1
[56] Fc1ccc(CNc2ccc(N3CCN(Cc4ccccc4)CC3)cc2)cc1
entry no.,46,47,48,49,50,51,52,53,54,55,56
KLF5 inhibitor,-7,-14,-7,-15,-14,-12,-11,-21,15,-66,-22
aSyn 5UTR inh,18,8,25,-7,26,-1,13,-17,3,?,-27
GSK3beta inhib,2,3,-1,2,2,3,1,7,0,3,-2
HSP90 refold inh,-5,0,0,-3,8,1,0,3,1,-4,4
Dyrk1A ADPGlo,0,-1,3,-65,9,.,-6,3,-3,3,-4
Platelet DG rel,0,4,7,7,0,17,9,4,1,-1,0
HSF1 inh,6,-2,-2,-4,-4,-5,11,1,-9,2,-3
HSF1 activator,2,5,-15,-19,3,7,40,14,-19,27,-12
IEC-6 tox,2,-3,-3,2,-2,2,0,7,6,6,-3
GSK3 alpha inh,2,2,-1,0,4,-1,2,1,-1,-1,0

Bioassay records: PubChem, several laboratories

A portion of the library; the hit share may differ from the screen's.
